Compound activity: PubChem, several laboratories
RmlC RmlD mix – inhibitors of RmlC and RmlD coupled enzymes; AID 1532; inhibition, % at 5.5 µM; 110,000 tested, 0.39% active; RmlC/RmlD coupled enzyme inhibition, 384-well mixture HTS; in the data active means inhibition above about 30%, passing the limit was not always enough; further: strong numbers were not always called active
HIV RNase H inh – blocks HIV-1 RNase H cleavage of RNA/DNA duplex; P04585; RT-RNase H RNA/DNA duplex cleavage, fluorescence; inhibition, % at 10 µM; 65,000 tested, 1.9% active; AID 565; in the data active means inhibition above about 50%
Numbers without * were called inactive; nt = no result given. These rows are one share of the data; rates above refer to the full screens.

SMILES	RmlC RmlD mix	HIV RNase H inh
CC(=O)Oc1cc(O)c2c(=O)c(OC(C)=O)c(-c3ccc(OC(C)=O)c(OC(C)=O)c3)oc2c1	-10	nt
CN(C)CCOC(c1ccccc1)c1ccccc1	-3	-2
CCOCC(=O)Nc1nnc(COC)s1	11	nt
Cc1[nH]c2ccccc2c1C1=CN2CCS(=O)(=O)N=C2S1	16	-6
CCN1CCN(Cc2ccc(OCc3ccccc3)cc2)CC1	-4	-10
CCc1cccc2c(C=C(C#N)C#N)cn(CC(=O)N3CCCCC3)c12	9	nt
O=C1CC(=O)N(Cc2ccco2)C(=S)N1	4	nt
Cc1nn(Cc2ccc(Cl)cc2)c(C)c1NC(=O)c1cc(-c2ccc3c(c2)OCO3)on1	6	-32
CCC(C)N1C(=O)/C(=C/c2c(NCCCOC(C)C)nc3c(C)cccn3c2=O)SC1=S (stereo not given)	11	nt
O=P(C(Cl)Cl)(N1CCCCC1)N1CCCCC1	-9	nt
CCOCC(O)CSCc1ccc(Cl)cc1 (stereo not given)	2	-33
COc1ccc(NC(=O)C(C/C=C(/C)Cl)C(C)=O)cc1 (stereo not given)	0	nt
O=C1CC(C(=O)N(c2ccc(F)cc2)C(C(=O)NC2CCCC2)c2ccccn2)CS1 (stereo not given)	-13	-4
NC(=O)[C@@H]1CCCNc2c(I)cc([N+](=O)[O-])cc2C(=O)N[C@@H](CO)C(=O)N[C@@H](Cc2ccc(O)cc2)C(=O)N1	-14	nt
CCc1ccc(N2CC(C(=O)OCC(=O)Nc3cc(C)on3)CC2=O)cc1 (stereo not given)	-110	2
O=C(COC(=O)CCCSc1nc2ccccc2[nH]1)NC(=O)NC1CCCC1	-15	nt
CCCN(CC1CC1)S(=O)(=O)c1ccc(S(N)(=O)=O)cc1	8	-9
O=c1c2ccccc2nnn1CSc1ncnc2ccccc12	0	-19
O=C(Cn1cnc2c(nnn2-c2ccccc2)c1=O)N1CCC(Cc2ccccc2)CC1	69	4
CCCCCC(C)NC(=O)c1ccoc1C (stereo not given)	-4	nt
CCC(C(=O)N1CCc2ccccc2C1)n1nc(C)n2c(cc3occc32)c1=O (stereo not given)	12	-4
O=C1NC(=O)C2C3c4ccccc4C(c4ccccc43)C12 (stereo not given)	7	1
O=S1(=O)N=C(Oc2cccc3ccccc23)c2ccccc21	-9	nt
CN(C)CCCN1C(=O)C(=O)/C(=C(/O)c2ccccc2)C1c1ccccn1 (stereo not given)	nt	5
O=C(O)CCC(=O)N1CCc2cc(S(=O)(=O)NC3CCCC3)ccc21	0	5
CCC(=O)Nc1cccc(NC(=O)COc2ccc(OC)cc2)c1	-2	1
CC(C)(C)N1CC(c2nc3ccccc3n2Cc2ccc(Cl)cc2)CC1=O (stereo not given)	-12	nt
N#Cc1ccc(-c2ccccc2)nc1Sc1ccc(F)cc1	8	nt
CCN(CCCNC(=O)C1CCC(=O)N1C(C)C)c1cccc(C)c1 (stereo not given)	-9	nt
O=C(NCCN1CCOCC1)c1ccc2c(c1)ncn2C1CCCCC1	-2	-16
CCOC(=O)N1CCN(C(=O)COc2ccc(Cl)cc2)CC1	-7	nt
COc1cc(C2NC(C(=O)O)CS2)ccc1OCc1ccccc1C#N (stereo not given)	3	-37
Cc1ccc(C2/C(=C(/O)c3ccc(Cl)cc3)C(=O)C(=O)N2CC2CCCO2)o1 (stereo not given)	12	8
CCOC(=O)c1sc(C)c(C(N)=O)c1NC1=NCCCCC1	12	-6
O=C(COC(=O)Cc1ccc(S(=O)(=O)N2CCOCC2)s1)NCc1ccccc1	4	4
CC(C)(C)NC(=O)NC(=O)COC(=O)C1CC(=O)N(Cc2ccccc2)C1 (stereo not given)	-12	4
CC1(C)CC(=O)c2cc(C(=O)N3CCCCC3)c(=O)n(-c3ccc(Cl)cc3)c2C1	nt	-5
COc1ccc(CC(=O)NC(=S)Nc2ccc(S(=O)(=O)NC(C)(C)C)cc2)cc1	4	nt
Cc1noc(C)c1C(=O)Nc1ccccn1	-11	-15
Cc1c(C(=O)NCC(C)C)sc2nc(-c3ccc(F)cc3)cn12	-11	-3
COc1ccccc1-c1cc(-c2cc(Cl)ccc2O)n[nH]1	-21	4
C[C@]12C(=O)N(c3ccc(Cl)cc3)C(=O)N1[C@@H]1c3ccccc3OC[C@@H]1[C@H]2c1ccccc1	-7	nt
CCCCCCOC(=O)C(C#N)c1nc2ccccc2nc1N1CCN(CC)CC1 (stereo not given)	10	-2
CCCCc1[nH]c(=O)c(C#N)c2c1CCCC2	6	nt
Cc1ccccc1C(=O)N1CCc2ccccc2C1	-6	nt
Cc1ccc(C(=O)C(C)OC(=O)c2cc3cc([N+](=O)[O-])ccc3oc2=O)cc1 (stereo not given)	9	nt
O=C(COc1ccccc1)N1CCN(CC(O)COc2ccccc2)CC1 (stereo not given)	-10	-17
Cc1cc(C)n(C(=O)CNC(=O)Cc2ccccc2)n1	12	-28

Four of these compounds in a different format:
Cc1noc(C)c1C(=O)Nc1ccccn1
  RmlC RmlD mix: -11
  HIV RNase H inh: -15

Cc1c(C(=O)NCC(C)C)sc2nc(-c3ccc(F)cc3)cn12
  RmlC RmlD mix: -11
  HIV RNase H inh: -3

COc1ccccc1-c1cc(-c2cc(Cl)ccc2O)n[nH]1
  RmlC RmlD mix: -21
  HIV RNase H inh: 4

C[C@]12C(=O)N(c3ccc(Cl)cc3)C(=O)N1[C@@H]1c3ccccc3OC[C@@H]1[C@H]2c1ccccc1
  RmlC RmlD mix: -7
  HIV RNase H inh: nt

Given with two lines to a compound: entries from further up
Under each structure – RmlC RmlD mix	HIV RNase H inh
- COc1ccccc1-c1cc(-c2cc(Cl)ccc2O)n[nH]1
  -21	4
- C[C@]12C(=O)N(c3ccc(Cl)cc3)C(=O)N1[C@@H]1c3ccccc3OC[C@@H]1[C@H]2c1ccccc1
  -7	nt
- CCCCCCOC(=O)C(C#N)c1nc2ccccc2nc1N1CCN(CC)CC1 (stereo not given)
  10	-2
- CCCCc1[nH]c(=O)c(C#N)c2c1CCCC2
  6	nt
- Cc1ccccc1C(=O)N1CCc2ccccc2C1
  -6	nt

More records:
SMILES	RmlC RmlD mix	HIV RNase H inh
O=c1c2c3c(sc2nc2n1CCCCC2)CCCC3	3	44
CC(=O)n1nc(-c2ccc(Cl)cc2)nc1NCc1ccco1	-9	nt
Cc1ccc(/C=C/c2nc3ccccc3s2)s1	4	nt
O=C(CN1C(=O)c2ccccc2S1(=O)=O)N1CCOCC1	4	-7
Cc1ccc(S(=O)(=O)NCC(C)NS(C)(=O)=O)cc1 (stereo not given)	6	nt
O=C(CC(C(=O)O)N1CCOCC1)Nc1ccc(Cl)cc1 (stereo not given)	4	2
C[C@H]1C=C(C(=O)NCc2nc3ccccc3[nH]2)O[C@@H](OCc2ccc(CO)cc2)C1	-7	nt
Nc1c(C(=O)NC2CCCC2)c2nc3ccccc3nc2n1/N=C/c1cccnc1	nt	-22
Cn1c(C(=O)N(Cc2ccccc2)Cc2cccs2)cc2sccc21	-13	-2
Cc1ccc(S(=O)(=O)N2CCN(CC(=O)NC3CCCc4ccccc43)CC2)c(C)c1 (stereo not given)	-22	nt
COc1ccc(NC(=O)Nc2nnc(C(C)C)s2)cc1	4	-8
CCc1nc(SCC(=O)Nc2cc(C)on2)c2c(=O)n(C)c(=O)n(C)c2n1	-8	-7

Fetched by structure from the list above:
SMILES	RmlC RmlD mix	HIV RNase H inh
O=C(CN1C(=O)c2ccccc2S1(=O)=O)N1CCOCC1	4	-7
Nc1c(C(=O)NC2CCCC2)c2nc3ccccc3nc2n1/N=C/c1cccnc1	nt	-22
Cc1ccc(S(=O)(=O)N2CCN(CC(=O)NC3CCCc4ccccc43)CC2)c(C)c1 (stereo not given)	-22	nt
Cn1c(C(=O)N(Cc2ccccc2)Cc2cccs2)cc2sccc21	-13	-2
COc1ccc(NC(=O)Nc2nnc(C(C)C)s2)cc1	4	-8
O=c1c2c3c(sc2nc2n1CCCCC2)CCCC3	3	44
Cc1ccc(S(=O)(=O)NCC(C)NS(C)(=O)=O)cc1 (stereo not given)	6	nt

The list goes on.
SMILES	RmlC RmlD mix	HIV RNase H inh
NC(=S)NNc1cc(Cl)cc(Cl)c1	5	nt
Cc1onc(-c2ccccc2Cl)c1C(=O)Nc1ccc(F)c(F)c1	-6	-3
O=C(Cn1ncc2c(=O)oc3ccccc3c21)N1CCc2ccccc2C1	3	-37
CCOCCOc1nc2c(c(=O)n(C)c(=O)n2C)n1Cc1ccc(C)cc1	-13	2
CCOC(=O)C1CCN(c2c(NCc3ccc(C(=O)NC(C)CC)cc3)c(=O)c2=O)CC1 (stereo not given)	-8	-9
CCCSc1ncc(Cl)c(C(=O)Nc2ccc(S(=O)(=O)N3CC(C)OC(C)C3)cc2)n1 (stereo not given)	6	nt
COc1ccc(NC(=O)CN2CCN(c3ccc(Cl)cc3)CC2)c(OC)c1	-19	-2
CCCn1nc(C(=O)NCCc2ccc(S(N)(=O)=O)cc2)c2ccccc2c1=O	-6	-6
COc1ccc(N2CCN(C(=O)CSc3nc4c(c(=O)n(C)c(=O)n4C)n3C(C)C)CC2)cc1	1	1
CCCC(=O)Nc1ccc(NC(=O)c2cccc(OC)c2)nc1	11	-21
CN1C(=O)c2ccccc2C(C(=O)NCc2ccco2)C1c1c[nH]c2ccccc12 (stereo not given)	10	0
C=CCSc1nc2ccccc2n1Cc1nnc(-c2cccs2)o1	6	-13
COc1ccc(C(=O)N2CCN=C2c2ccccc2)cc1OC	-8	-19
COc1ccc(C)cc1NC(=O)C(=O)NNC(=O)c1ccco1	-16	nt
COCCNC(=O)c1onc(CSc2ccncc2)c1C(=O)NCCOC	-14	nt
Cc1ccc2oc(=O)c3cnn(CC(=O)N(CCCN4CCOCC4)Cc4ccco4)c3c2c1	17	0
N#Cc1c(N)c(C#N)c(-c2ccc3c(c2)OCO3)c2c1CCCC2	-21	-8
COc1ccc(CC(=O)Nc2ccc3c(c2)CCC3)cc1OC	-3	nt
O=C(CCCCCn1c(=O)[nH]c2ccsc2c1=O)NCc1ccc2c(c1)OCO2	0	nt
Cc1cccc(-c2csc(NC(=O)c3cnccn3)c2C(=O)OC(C)C)c1	5	nt
Cc1ccccc1N=C1NC(=O)CC(c2ccccc2)S1 (stereo not given)	-9	nt
CCOCCCn1c(=N)c(C(=O)NCc2ccc3c(c2)OCO3)cc2c(=O)n3ccccc3nc21	nt	-9
COc1cc2c(C#N)c(N3CCCC3)nc(N)c2c(N)n1	6	nt
Cc1onc(-c2c(F)cccc2Cl)c1C(=O)N1C=CC(C(F)(F)F)=NCC1	2	nt
CN(C)C(CNC(=O)c1cccnc1Sc1ccccc1)c1ccco1 (stereo not given)	-8	-1
CCC(C)NC(=O)Cn1c(=O)n(CCCCC(=O)NCc2ccco2)c(=O)c2ccccc21 (stereo not given)	11	-4
O=C(Nc1cccc2ccccc12)N1CCc2ccccc2C1	-4	nt
Cc1cc(NC(=O)CSCc2nc(-c3cccc(Cl)c3)oc2C)no1	nt	-7
CN(C(=S)Nc1ccc(F)cc1)C1(c2ccccc2Cl)CCCCC1=O (stereo not given)	1	nt
O=P(N[C@@H](c1ccccc1)[C@@H]1C[C@H]1CO)(c1ccccc1)c1ccccc1	-17	nt
CC(C)(C)NC(=O)COC(=O)c1cc(S(=O)(=O)N2CCCCC2)ccc1N1CCOCC1	4	nt
Cc1cc(C(C)c2ccccc2)c(O)c(CN2CCOCC2)c1C (stereo not given)	2	7
COc1ccc(CNC(=O)c2ccc(C)o2)cc1	-53	nt
c1ccc2c(c1)nnn2-c1ncnc2sc3c(c12)CCCC3	-7	-56
COC(=O)CSc1nc2nc(C)cc(C)n2n1	-11	0
C=CCNc1oc(/C=C/c2ccccc2)nc1C#N	102	nt
CCOC(=O)Cc1csc(NC(=O)c2sc3nc4ccc(C)cc4cc3c2N)n1	11	nt
CC(C)NC(=O)CC1OC(=O)c2ccccc21 (stereo not given)	5	nt
O=C(Nc1ncc(Cc2ccccc2)s1)C1CCCO1 (stereo not given)	-13	-11
CCOC(CNC(=O)CCc1c(C)nc2ncnn2c1C)OCC	12	nt
O=C(O)c1cccc(OCc2ccccc2Cl)c1	10	-8
Cc1ccccc1-n1c(SCC(=O)c2cc(C)n(C)c2C)nnc1-c1ccncc1	-13	7
Cc1ccc(C(=O)/C=C/Nc2ccccn2)cc1	-7	-4
c1ccc(COc2ccc(OCCCn3cncn3)cc2)cc1	7	-15
O=C(COc1cccc2cccnc12)N1CCc2ccccc2C1	4	-9
CC(C)c1cc(-c2cc(-c3ccc(Cl)cc3)on2)nc(NCC2CC2)n1	-30	nt
Cc1ccc(/C=N/NC(=O)c2cc(C)oc2C)o1	9	nt
O=C1C2CCCN2C(c2ccc(Cl)cc2)N1c1ccccn1 (stereo not given)	5	-20
CCOC(=O)Cn1c(=O)oc2cc(S(=O)(=O)NCCc3ccc(C)cc3)ccc21	8	-10
CCc1nnc(NC(=O)c2ccc(S(=O)(=O)N(CC)CC)cc2)s1	-10	-9
COc1cccc(CNC(=O)c2ccc(NC(=O)C3CCCO3)cc2)c1 (stereo not given)	5	-4
N#Cc1c(C#N)c(-c2ccccc2)n(-c2ccccc2)c1N	-46	nt
O=c1[nH]c2c(s1)C=Nc1ccccc1N2	-5	-4
CCC(C)(C)n1nnnc1C(c1cc2ccc(C)cc2[nH]c1=O)N(Cc1cccnc1)Cc1ccco1 (stereo not given)	-12	7
CCCC1NC(=O)NC(C)=C1C(=O)OCC (stereo not given)	1	nt
O=C(NCCOc1cccc(Oc2ccccc2)c1)c1cc(-n2cnnc2)ccc1Cl	12	nt
C=CCn1c(SCC(N)=O)nc(C)cc1=O	-3	-6
CC(C)COc1ccc(Cc2cnc(N)nc2N)cc1	7	nt
Cc1oc(-c2ccccc2F)nc1CS(=O)(=O)CC(=O)NCCN(C)C1CCCCC1	nt	0
Cc1nc(Oc2cccc(Cl)c2)c2oc3ccccc3c2n1	6	nt
CCOC(=O)N1CCC(n2c(SCC(=O)NCc3ccccc3)nc3ccccc3c2=O)CC1	3	-7
